Bioassay records (PubChem BioAssay)
P. falciparum M17LAP – P. falciparum M17LAP inhibitors, primary screen, biochemical, fluorogenic H-Leu-NHMec substrate, 1536-well (AID 1619). one-dose inhibition, % at 30 µM; IC50 in µM for titrated hits. 220,000 compounds, 0.38% hits. recombinant M17LAP, H-Leu-NHMec fluorogenic kinetic assay; higher % means a stronger effect;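 active means compound inhibiting the enzyme by more than half at any dose during confirmatory dose-response retesting; inconclusive means strong single-dose inhibitors picked by rank but not retested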;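 further: plate controls were full reaction with DMSO carrier for no effect and no enzyme background for full effect; strong numbers were not always called active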
MT stabilize HCS – stabilizes microtubules in HeLa cells; 200,000 compounds, 0.83% hits; % tubulin-high responders, % at 10 µM; HeLa tubulin immunostaining HCS, 24 h; share of cells brighter than vehicle mean+2SD; AID 2205;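 active means plate Z-score above 3 for both tubulin-high and condensed-nucleus cell shares, with cell loss under 80%, at 10 µM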;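 further: anti alpha tubulin signal scored within the nucleus-defined area of each cell; some results filed as inactive read as strong as hits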
NOD1 NF-kB reporter – inhibition of NOD1-driven NF-kB reporter – cell-based, luminescence, uHTS, primary screen (AID 1578) | NOD1-driven NF-kB luciferase reporter cells, luminescence; higher % means a stronger effect | inhibition, % at 4 µM, or EC50 in µM where a hit was titrated | 290,000 compounds, 1% hits; in the data active means inhibition mostly above about 36%, no sharp cut-off; inactive means mostly below about 34%;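 further: HEK-293T reporter cells stimulated with the NOD1 agonist gamma-tri-DAP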
Autophagy HCS – alters autophagy in cells. MEF GFP-LC3 puncta imaging; test concentration mostly 10 µM. calls only at 10 µM (by protocol). 190,000 compounds, 0.98% hits;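 active means percentage of spot-positive cells more than 3 SD above its plate mean, without a fluorescence outlier flag or 80% toxicity; inconclusive means no clear call, values can overlap the other calls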;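 further: spot-positive cell cutoff set from DMSO-treated cells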
Dynein transport – dynein cargo transport inhibition | 3617.4 mouse cells, GR-EGFP nuclear translocation imaging; test concentration mostly 20 µM; stimulated with dexamethasone, 1 µM; stronger effect = lower value | z-score, hits read low | 220,000 compounds, 0.47% hits;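 active means plate z-score of nuclear minus cytoplasmic receptor signal below a set negative limit, without overly bright fluorescence or cell loss, cut at about -3.5 in these data, passing the limit was not always enough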;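 further: z-score of nuclear minus cytoplasmic ring GR-EGFP intensity difference per well; some compounds called inactive have numbers as strong as hits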
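medium = tetracycline-free induction medium containing charcoal-stripped FBS | probe or stimulus = dexamethasone, 1.0 µM final | timing = 48 h induction, then 1 h compound, then 30 min agonist, 37 °C | detection = automated 10x imaging of fixed Hoechst-stained cells | read-out basis = nuclear versus cytoplasmic GR-EGFP signal, averaged per well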
HEK293 NOD2/NF-kB – inhibition of NOD2-driven NF-kB reporter – cell-based, luminescence, uHTS, HEK293 (AID 1566) | 290,000 compounds, 0.63% hits | HEK293 NOD2/NF-kB luciferase reporter, luminescence; higher % means a stronger effect | inhibition, % at 4 µM; hits with a dose series show EC50 in µM; in the data active means inhibition above about 50%; further: many of its hits are not listed in these tables
Ins promoter up – MIN6 insulin promoter up-regulation. z-score at 5 µM. 190,000 compounds, 0.3% hits. MIN6 insulin promoter-GFP reporter, high-content imaging; stronger effect = higher value;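 active means z-score above 3 at 5 µM with at least 500 cells counted in the well; inconclusive means wells under 500 cells, flagged as cytotoxic or low count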
bCat nuc transl – modulators of beta-catenin nuclear translocation. nuclear translocation activity, % at 5 µM. 190,000 compounds, 0.3% hits. HeLa beta-catenin nuclear translocation, immunofluorescence imaging;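 active means nuclear translocation activity above 50% at 5 µM, with a well cell count of 50 or more; inconclusive means wells under 50 cells across six images, flagged as toxic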;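 further: per-cell ratio of nuclear to cytoplasmic median beta-catenin stain intensity; plate controls were DMSO negative control for no effect and GSK-3 inhibitor IX positive control for full effect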
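Test system: HeLa cells, endogenous beta-catenin; Compound: single 5 µM dose plus 0.02–20 µM confirmation series; Times: compound exposure 24 h at 37°C; Signal: fluorescence imaging of beta-catenin antibody stain plus DAPI; Read-out: % activation, nuclear-to-cytoplasmic median beta-catenin signal ratio per cell.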
Yfh1-off respiration – enhancers of respiration in Yfh1-depleted yeast, dose response, Friedreich's ataxia, plus single-dose screen (AID 1465); fold induction at 50 µM, or EC50 in µM where a hit was titrated; 220,000 compounds, 0.074% hits; S. cerevisiae Yfh1-off respiration, WST-1 reduction, 72 h; higher fold induction means a stronger effect;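 active means fold induction of absorbance versus untreated yeast above a set limit, then at least 30% activation at any dose in follow-up; inconclusive means repeats straddling the limit, or above it without dose testing; inactive means fold induction below the set limit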;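 further: activators that raise dye reduction in frataxin-depleted yeast; strong numbers were not always called active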
Dynein transport cytoplasmic EGFP – further read-out of Dynein transport, marked with its call; z-score; measured here: cytoplasmic GR-EGFP intensity; stronger effect = higher value
Dynein transport nuclear GR-EGFP – also measured in Dynein transport; calls as there; z-score; measured here: nuclear GR-EGFP intensity;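 lower value marks the stronger effect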
Dynein transport cell count – further read-out of Dynein transport, marked with its call; z-score; measured here: cell count per field
Ins promoter up cell count – also measured in Ins promoter up; calls as there; cell count; measured here: cytotoxicity, nuclei count;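 total cells summed across four imaged fields per well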
bCat nuc transl cell count 5 µM – second read-out of bCat nuc transl, no call of its own (marks repeat the call); cell count; measured here: cell count, cytotoxicity flag
MT stabilize HCS Hoechst-high % – also measured in MT stabilize HCS; calls as there; % Hoechst-high responders; measured here: nuclear condensation Hoechst responders;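 share of cells brighter than vehicle mean plus two SD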
MT stabilize HCS cytotoxicity % – also measured in MT stabilize HCS; calls as there; toxicity, %; measured here: cytotoxicity by cell density;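 0% = mean cell density of plate MIN control wells and 100% = no cells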
Autophagy HCS cell loss 18 h – recorded beside Autophagy HCS, whose call it bears; toxicity, %; measured here: cell loss, nuclei count;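 cell loss after 18 h compound exposure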
* hit, by the source's call; i = inactive; ? = inconclusive; . = no result given. These rows are one share of the data; count on the stated rates, not on these rows.

compound	P. falciparum M17LAP	MT stabilize HCS	MT stabilize HCS Hoechst-high %	MT stabilize HCS cytotoxicity %	NOD1 NF-kB reporter	Autophagy HCS	Autophagy HCS cell loss 18 h	Dynein transport	Dynein transport cytoplasmic EGFP	Dynein transport nuclear GR-EGFP	Dynein transport cell count	HEK293 NOD2/NF-kB	Ins promoter up	Ins promoter up cell count	bCat nuc transl	bCat nuc transl cell count 5 µM	Yfh1-off respiration
Cc1ccc(S(=O)(=O)C(C#N)c2nc3ccccc3nc2OCCO)cc1 (stereo not given)	4%	2.0	1.9	10	-28%	i	14	-0.88	-0.042	-0.079	0.98	8%	-0.26	1363	-1.5	1101	i
CS(=O)(=O)c1nc(-c2ccccc2)cc(C(F)(F)F)n1	15%	5.2	3.5	7.1	-5%	i	-6	-3	1.9	-1.6	-0.58	25%	?	.	2.5	1258	.
Cc1csc(NC(=O)Cc2ccccc2[N+](=O)[O-])n1	7%	3.8	1.8	9.7	-23%	i	-8	-0.23	-0.26	-0.054	0.31	7%	0.74	1380	.	.	i
COc1ccc(/C=C2\C(=O)NC(=S)N2C(=O)c2ccc(F)cc2)cc1	8%	4.7	1.8	2.3	33%	i	-7	3.2	6.6	3.2	0.75	-25%	.	.	-1.6	1095	i
Cc1nc(NCCCn2ccnc2)c2ccccc2n1	1%	1.9	1.9	5.1	-6%	i	1	-0.095	-0.038	0.54	-0.36	-8%	-0.27	985	-1.9	1156	i
Cc1ccc(NC(=O)CN(C)CC(=O)Nc2ccc(F)c(Cl)c2)cc1	-4%	4.1	3.5	9.9	-46%	i	20	0.7	-0.33	0.58	-0.81	-3%	0.59	1219	-0.7	1043	i
COc1cc(CNCCc2ccccc2)cc(Br)c1OCC(=O)Nc1ccccc1C	-7%	9.2	1.5	5.0	-36%	i	7	0.5	-0.32	0.65	0.92	-5%	-0.91	1449	-5.7	1014	i
CC1(OC(=O)CCc2ccccc2)C(=O)C=C2C=C(c3ccc(C#N)cc3)N(C3CCCCC3)C=C2C1=O (stereo not given)	8%	.	.	.	3%	.	.	0.65	-0.6	0.33	-0.41	16%	-0.43	939	-1.3	1206	i
O=C(CC(Nc1ccccc1)c1ccccc1)C1CC1 (stereo not given)	-9%	.	.	.	-10%	.	.	-0.39	-0.26	-0.24	0.51	5%	-0.16	1438	-3.1	1195	i
CC(=O)N1CCN(c2ccc(NCc3ccccc3)cc2)CC1	-2%	1.9	1.0	5.2	-2%	i	41	-0.41	-0.13	-0.2	0.45	12%	-0.7	1140	-6.6	996	i
COc1ccc(Cc2nnc(NC(=O)c3c(-c4ccccc4)noc3C)s2)cc1	-2%	6.0	3.3	4.6	2%	i	-6	-1.5	-0.33	-0.49	0.56	8%	-0.88	1121	-3.7	1242	i
Cc1ccc(C(=O)NC(=S)NCCCN2CCOCC2)cc1	-4%	4.8	2.0	0.2	8%	i	22	0.46	-0.24	0.5	0.65	-3%	-0.37	1424	0.8	880	i
Cc1csc(NC(=O)C2CCCCN2S(=O)(=O)c2ccccc2)n1 (stereo not given)	6%	3.1	3.3	2.9	-26%	i	30	1	-0.4	-0.17	0.51	5%	-0.2	1352	-3.1	1170	i
Nc1nc(-c2ccco2)nn1C(=O)c1ccc(F)cc1	2%	1.6	1.6	1.8	-28%	i	23	-0.84	-0.21	-0.36	0.7	4%	-0.8	1107	0.5	1113	i
Oc1c(C(c2cccs2)N2CCN(c3ccccc3)CC2)ccc2cccnc12 (stereo not given)	-2%	4.1	1.4	4.0	-18%	i	-6	-2.3	0.31	-1.1	0.24	-28%	?	.	15	927	.
CC(C)(C)c1ccc(C(=O)OC/C(O)=C(\C#N)c2nc3ccccc3s2)cc1	3%	5.0	1.7	3.0	92%*	i	-13	-0.38	-0.25	-0.34	0.12	30%	-0.01	1498	-0.2	1079	i
COc1ccc(S(=O)(=O)N(C)C)cc1NC(=O)COC(=O)CC1CCCC1	1%	1.7	2.1	3.8	41%*	i	27	0.7	-0.38	-0.27	-0.88	-25%	2.6	1244	2.5	939	i
CC(C)(C)N=C1NN=C(c2ccc(Cl)cc2)CS1	22%	.	.	.	-12%	.	.	0.76	0.2	0.87	-0.4	-99%	-0.13	1118	0.2	1318	i
COc1cc(OC)c(C2CC(=O)N3CN(c4ccccc4C)CSC3=C2C#N)cc1OC (stereo not given)	4%	1.7	1.2	5.7	-18%	i	-12	-0.87	-0.19	0.18	-0.09	-4%	-0.05	2106	0.0	1104	i
CCn1c(/C=C/c2ccccc2)nc2ccccc2c1=O	.	1.4	1.0	0.7	-26%	i	-17	-0.69	-0.21	-0.088	0.49	-3%	-0.55	1404	0.7	1041	i
O=C(NCc1ccccn1)c1cc2c(ccc3ccccc32)oc1=O	-17%	4.3	0.8	5.9	2%	i	16	-0.17	-0.24	0.12	0.063	-17%	0.47	1464	2.7	859	i
O=C(NN1C(=O)/C(=C\c2cccnc2)SC1=S)c1ccco1	40%	6.2	1.5	3.5	1%	i	1	-0.63	-0.17	-0.56	0.91	8%	-0.03	1027	-0.4	1039	i
CC1CCCC(NC(=O)COC(=O)CSc2ccc3ccccc3c2)C1C (stereo not given)	8%	3.7	3.8	7.5	-30%	i	1	0.018	-0.28	-0.33	0.28	-5%	0.41	1301	.	.	i
Cc1scc(C(=O)NNC(=S)NCc2ccccc2)c1C	9%	1.0	1.9	0.3	-17%	i	10	0.38	0.44	0.27	-0.24	3%	-0.03	1250	-0.9	553	i
CCOc1ccc(CNC(=O)C2CCC(=O)N2C2CCCC2)cc1OC (stereo not given)	-9%	1.3	1.4	7.9	17%	i	-12	0.52	-0.15	0.27	-0.38	17%	-0.05	1725	-0.9	1317	i
CCOc1ccc(N2C(=O)CC(SCC(=O)O)C2=O)cc1 (stereo not given)	12%	1.8	3.6	5.9	-30%	i	-4	-0.68	-0.35	-0.44	0.95	12%	0.12	1449	-0.7	1101	i
Cn1c(CC2C(=O)Nc3ccc(Br)cc32)nc2ccccc2c1=O (stereo not given)	2%	2.7	0.4	26	2%	i	-2	0.96	-0.22	0.8	0.26	13%	-0.76	1944	0.4	1052	.
Cc1ccc(S(=O)(=O)Nc2ccc(Br)cc2/C=N/n2cnnc2)cc1	5%	1.9	1.7	4.0	.	i	-3	1.5	-0.18	0.31	-0.81	.	0.88	1290	1.3	545	i
COCCNC(=O)CN1c2ccccc2CC1C (stereo not given)	10%	3.1	1.4	6.3	6%	i	21	1.3	-0.16	0.79	0.022	9%	0.21	1011	1.1	1115	i
O=C(COC(=O)c1ccc(NS(=O)(=O)c2cccs2)cc1O)NC1CCCCC1	6%	.	.	.	9%	.	.	-0.64	-0.2	-0.3	0.82	22%	-0.99	1019	-0.8	1389	i
COc1ccc([N+](=O)[O-])cc1NC(=O)c1ccccc1SC	1%	9.3	0.8	8.1	-36%	i	-1	-0.45	-0.23	-0.33	1	21%	0.11	1611	-3.4	1055	i

As entered above:
MT stabilize HCS cytotoxicity % with COc1ccc([N+](=O)[O-])cc1NC(=O)c1ccccc1SC stands at 8.1
MT stabilize HCS with Cn1c(CC2C(=O)Nc3ccc(Br)cc32)nc2ccccc2c1=O (stereo not given) stands at 2.7
